proCasp3 act: procaspase-3 (human) activation; P42574; recombinant procaspase-3 D3A, Ac-DEVD-pNA absorbance 405 nm; activation, % at 8.5 µM; 330,000 compounds, 0.11% hits; AID 463141;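 active = activation above the mean of all tested compounds plus 3 SD, cut at about 21% in these data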;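 note: 0% = DMSO alone and 100% = DMSO wells spiked with extra 5 µM PC-3 D3A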
Target sequence (P42574 whole entry D9A/D28A/D175A): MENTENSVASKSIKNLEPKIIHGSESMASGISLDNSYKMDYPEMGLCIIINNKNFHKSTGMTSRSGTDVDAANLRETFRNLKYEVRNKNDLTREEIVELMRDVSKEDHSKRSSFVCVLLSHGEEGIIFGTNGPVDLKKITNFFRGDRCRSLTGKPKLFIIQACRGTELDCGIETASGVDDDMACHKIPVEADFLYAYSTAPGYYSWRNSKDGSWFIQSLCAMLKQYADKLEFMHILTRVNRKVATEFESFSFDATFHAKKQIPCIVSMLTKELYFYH
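Assay system: Procaspase-3 D3A mutant, all three cleavage aspartates alanine. Buffer or medium: Zinc-free HEPES saline buffer with Triton X-100. Times: 1 h compound preincubation, 2 h substrate hydrolysis at 25 °C. Measured by: 405 nm absorbance of p-nitroaniline, reads at 0 and 120 min. Read-out basis: percent activation relative to control range. Replicates: singlicate.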
procasp7 counter: counter-screen for procaspase-3 activators: activators of human procaspase-7. P55210. recombinant procaspase-7, Ac-DEVD-pNA absorbance 405 nm; D23A/D198A/D206A triple mutant, cannot self-cleave; scale: DMSO 0, 5 µM enzyme 100. 330,000 compounds, 0.093% hits. activation, % at 8.5 µM;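 active = percent activation above the screen-wide mean plus 3 SD, cut at about 25% in these data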
Target sequence (P55210 whole entry D23A/D198A/D206A): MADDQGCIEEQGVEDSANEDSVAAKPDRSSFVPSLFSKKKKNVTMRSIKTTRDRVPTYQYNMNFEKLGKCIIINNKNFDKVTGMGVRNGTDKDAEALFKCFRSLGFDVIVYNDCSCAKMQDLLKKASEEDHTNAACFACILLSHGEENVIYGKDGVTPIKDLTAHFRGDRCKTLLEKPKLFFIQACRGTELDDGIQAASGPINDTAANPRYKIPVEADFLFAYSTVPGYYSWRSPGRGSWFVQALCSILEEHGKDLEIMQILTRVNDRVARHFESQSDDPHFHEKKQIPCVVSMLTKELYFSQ
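Material: Procaspase-7 triple mutant (PC-7 D3A) | Quantity: 2 µM procaspase-7 mutant as dispensed | Reagent: DEVD-pNA substrate | Times: 1 h preincubation, 2 h reaction | Technique: 405 nm absorbance of p-nitroaniline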
LAP4-GFP MLPCN: alters LAP4-GFP fluorescence in TOR pathway yeast screen; 320,000 compounds, 0.34% hits; GFP response vs DMSO, % at 10 µM; S. cerevisiae LAP4-GFP multiplex, flow cytometry GFP, 3 h; median GFP as percent of DMSO wells;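 active = GFP response vs DMSO above a set limit, about the screen mean plus 3 SD, cut at about 150% in these data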
AHR activator: human AHR activation | P35869 | AHR-responsive luciferase reporter cells, luminescence | activation, % at 5 µM | 320,000 compounds, 2.5% hits; in the data active = activation above about 47%;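 note: 0% = vehicle wells and 100% = reference agonist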
CR mimetic SO: caloric restriction mimetics inhibiting age-related superoxide in yeast; S. cerevisiae aged cells, superoxide DHE fluorescence; hits give low values; superoxide response (% of plate mean), % at 10 µM; 330,000 compounds, 0.18% hits;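 active = superoxide response under a set limit, about three screen SD below normal, cut at about 65% in these data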;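 note: yeast aged for seven days with compound at 30 °C before DHE staining; 100% = average MFI of all compound-treated wells on the plate with controls excluded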
RPL19A-GFP yeast: yeast TOR pathway RPL19A-GFP modulation; S. cerevisiae RPL19A-GFP strain, flow cytometry, 3 h; hits give low values; percent response vs DMSO, % at 10 µM; 330,000 compounds, 0.3% hits;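 active = percent response vs DMSO below 50%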;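 note: median channel GFP fluorescence of the barcoded RPL19A-GFP strain; ratio of sample median GFP to plate DMSO average so 100% = DMSO; lower means less RPL19A-GFP as with rapamycin TOR inhibition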
JMJD2C inh: inhibitors of human GASC-1 (JMJD2C) demethylase. GST-JMJD2C(1-420) H3K9me3 demethylation, DELFIA europium. inhibition, % at 2.35 µM. 330,000 compounds, 0.069% hits;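 active = more than half of a compound's replicate wells show inhibition beyond 50%, single wells judged on their own value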;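 note: signal counts dimethyl H3K9 product captured on neutravidin plate; 0% = median of DMSO wells and 100% = 0.3 times that DMSO median; strong numbers were not always called active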
Target sequence (Q9H3R0 1-420 limits assumed): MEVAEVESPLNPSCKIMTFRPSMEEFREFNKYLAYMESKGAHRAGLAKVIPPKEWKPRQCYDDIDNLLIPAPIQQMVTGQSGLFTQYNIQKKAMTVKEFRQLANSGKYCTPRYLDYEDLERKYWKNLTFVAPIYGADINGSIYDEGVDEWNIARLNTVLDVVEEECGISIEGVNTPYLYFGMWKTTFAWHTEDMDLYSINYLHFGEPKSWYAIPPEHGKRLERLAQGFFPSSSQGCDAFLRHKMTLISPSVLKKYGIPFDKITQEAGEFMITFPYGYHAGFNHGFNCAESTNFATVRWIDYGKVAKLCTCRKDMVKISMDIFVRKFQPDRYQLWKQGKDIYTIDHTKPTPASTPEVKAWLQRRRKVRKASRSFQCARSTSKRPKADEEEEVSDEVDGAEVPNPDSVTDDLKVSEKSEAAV
MEP2 TOR yeast: modulators of TOR pathway MEP2-GFP in S. cerevisiae. S. cerevisiae MEP2-GFP strain, flow cytometry GFP, 3 h; 100% = DMSO control level. GFP response vs DMSO, % at 10 µM. 330,000 compounds, 0.51% hits;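 active = GFP response versus DMSO above a set limit, roughly screen mean plus 3 SD, cut at about 180% in these data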;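 note: median GFP fluorescence of the barcode-gated MEP2-GFP cells per well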
Starred values were filed as active, the others as inactive; . = no result given; & = joins results of further samples.

Compound	JMJD2C inh	RPL19A-GFP yeast	LAP4-GFP MLPCN	AHR activator	CR mimetic SO	proCasp3 act	procasp7 counter	MEP2 TOR yeast
CN1CCN(C(=O)c2cc(Cl)cc(Cl)c2NC(=O)c2ccco2)CC1	-5	112	95	2	90	3	1	106
CCOc1cccc(C(=O)NC(=S)Nc2ccc3c(c2)OCCO3)c1	-1	98	109	2	121	-6	-6	107
COn1c(-c2ccccc2)c(C=O)c2ccccc21	19	104	101	14	103	2	4	109
CCOC(=O)C(CCCCCCC(NC(C)=O)(C(=O)OCC)C(=O)OCC)(NC(C)=O)C(=O)OCC	6	110	111	-1	110	-4	8	107
COc1ccc(OC)c(NCc2nnc(-c3ccccc3)o2)c1	43	99	98	.	108	.	.	111
CCOc1ccc(-n2cc(C(=O)NCc3ccco3)c3cc(OC)c(OC)cc3c2=O)cc1	1	97	.	4	107	-2	7	86
COc1ccccc1N1C(=O)C2C3C=CC(C3)C2C1=O (stereo not given)	0	92	93	1	101	-3	2	91
COC(=O)C1=C(O)/C(=C\c2cc(C)n(-c3ccccc3F)c2C)N=C1C	1	94	101	1	104	-1	2	100
CCN(CC)c1ccc(/C=N/OC(C)C(=O)Nc2ccc(C)cc2)cc1 (stereo not given)	11	99	94	1	96	-1	4	97
CCCN(Cc1cc2ccc(C)cc2[nH]c1=O)C(=O)c1cccnc1	-2	97	97	10	104	4	-4	95
CC(C)(Oc1ccc(Cl)cc1)C(=O)NCC(c1cccs1)N1CCOCC1 (stereo not given)	.	98	101	3	105	-3	7	103
O=C(Nc1ccc(-c2nc3cccnc3s2)cc1)c1cccnc1Cl	1	95	109	23	79	3	3	99
CC(C)c1nc(SCC(=O)Nc2cccc(S(N)(=O)=O)c2)n[nH]1	-4	89	90	-1	90	2	2	92
CCCOc1ccc(NC(=O)CC2C(=O)N(c3ccc(OCC)cc3)C(=S)N2C2CC2)cc1 (stereo not given)	12	114	69	2	116	2	0	96
COc1cc(C2c3sc(=O)[nH]c3SC3C4CCC(C4)C23)ccc1O (stereo not given)	-4	105	112	-8	98	-6	-10	105
CCOC(=O)N1N=C(c2ccc(OC)cc2)CC1(O)C(F)(F)F (stereo not given)	-2	104	92	7	88	-1	-7	101
O=C(NCCCCc1ccccc1)c1ccc(Br)cc1	0	93	109	2	99	12	-1	98
O=C(COC(=O)CNC(=O)c1ccccc1F)NCCNC(=O)COC(=O)CNC(=O)c1ccccc1F	5	87	90	2	94	-7	-1	92
Cc1cccc(Cl)c1OCCCn1ccnc1	3	93	93	58*	101	2	1	111
COc1ccc(-n2nc3c(c2NC(=O)c2ccc(Br)o2)CS(=O)(=O)C3)cc1	14	101	103	1	101	6	4	106
C=CCNc1nc(Cl)nc(Nc2ccc(OC)cc2OC)n1	-8	91	100	16	107	6	2	96
Cc1ccc(NC(=O)CSc2nc(N)c(-c3ccccc3)c(=O)[nH]2)cc1Cl	-9	111	105	2	96	-5	3	109
O=C(CN1CCCCC1)N1c2ccccc2CCc2ccccc21	4	99	102	-2	100	4	8	105
CCCCC[C@@H]1C=C(C(=O)O)[C@H](c2ccc(OC)c(OC)c2)N1S(=O)(=O)c1ccc(C)cc1	24	89	90	0	114	2	-4	86
O=C(COC(=O)c1ccccc1NS(=O)(=O)c1cc([N+](=O)[O-])ccc1Cl)c1ccccc1	0	109	102	0	95	-1	-5	104
CC(NC(=O)CN(C)Cc1cccc(Cl)c1)c1ccccc1 (stereo not given)	-14	91	99	6	89	10	5	92
Cn1c(SCC(=O)CC(=O)Nc2ccccc2)nnc1-c1ccc(O)cc1	2	106	100	1	105	-2	-1	102
COC(=O)N1C(=O)[C@@](c2ccccc2)(C(C)C)N1C(=O)OC	14	93	89	-2	92	8	-10	94
O=S(=O)(NC1c2cccc3cccc(c23)C1N1CCNCC1)c1ccc(Cl)cc1 (stereo not given)	3	101	101	5	109	10	-2	100
Cc1nnc(C)n1/N=C/c1cc2ccccc2nc1Cl	-9	109	94	2	99	-8	4	101
CCOC(=O)c1nnn(-c2nonc2N)c1CSc1ccccn1	-12	100	90	1	89	11	-4	99
CN1CCN(c2nnc(-c3cccs3)c3ccccc23)CC1	0	134	116	6	84	1	-4	112
CN1CCc2c(sc3c2C(=O)NC(c2cccs2)N3)C1 (stereo not given)	5	104	106	85*	96	1	-9	106
COc1ccc(CCN(Cc2cc3ccc(C)cc3[nH]c2=O)C(C)=O)cc1OC	1	102	107	1	88	-2	4	108
Cc1onc(-c2ccccc2)c1CNS(=O)(=O)c1cccc(Br)c1	-1	98	113	0	117	-1	11	92
O=C(c1cnn2c(C(F)(F)F)cc(-c3cccs3)nc12)N1CCCC1	-7	106	92	7	104	1	-3	92
Cn1c(-c2nonc2N)nc2ccccc21	-11	105	101	-7	99	-2	-8	102
O=[N+]([O-])c1cc(/C=N/n2c(-c3ccncc3)n[nH]c2=S)ccc1Cl	5	109	89	13	111	-10	-11	109
CC(C)C(=O)N1N=C(c2ccc(NS(C)(=O)=O)cc2)CC1c1cccs1 (stereo not given)	3	101	101	-2	96	0	-4	103
O=C(NC1CCCC1)C1c2ccccc2C(=O)N1CCCN1CCOCC1 (stereo not given)	-6	95	111	-1	95	3	6	91
COc1ccccc1NC(=O)c1cc[n+]([O-])cc1	1	107	95	3	103	-4	7	106
O=C(Cn1cnc2cc([N+](=O)[O-])ccc2c1=O)NC1CCS(=O)(=O)C1 (stereo not given)	2	105	95	0	99	12	-2	106
O=C(NNC(=O)c1ccco1)Nc1ccccc1	-2	113	70	.	112	.	.	101
CS(=O)(=O)N1CCN(C(=O)c2ccc(Cl)s2)CC1	-4	88	94	-1	98	3	7	98
COc1ccc(CNC(=O)CCSCc2ccc(C)cc2)cc1	-4	94	102	4	95	4	-7	108
O=C(CCNC(=O)c1ccccc1Cl)NCCc1ccc(Cl)cc1	-3	100	87	7	99	-2	-3	98
O=C(c1ccco1)N1CCN(C(c2ccc(F)cc2)c2nnnn2CC2CCCO2)CC1 (stereo not given)	-9&1	107	107	0	93	16	16	109
O=C(N/N=C/c1c[nH]c2ccc(Br)cc12)c1ccccn1	-4	97	89	14	89	-15	-3	91
Cc1ccc(NS(=O)(=O)c2ccc(C(=O)NCC(c3ccco3)N(C)C)cc2)cc1 (stereo not given)	16	73	87	-2	97	-6	6	92
CCC1CCCCN1C(=O)COC(=O)c1cc(Br)ccc1Cl (stereo not given)	-3	98	100	1	93	-1	-6	101
Nc1ccc(C#Cc2ccc3oc4ccccc4c(=O)c3c2)cc1	7	95	143	36	105	-6	-6	90
O=C(Nc1ccc(O)c2c(=O)cc(-c3ccccc3Cl)oc12)c1ccc(Cl)cc1Cl	8	101	126	2	102	-3	0	95
O=C(CCNS(=O)(=O)c1ccc2[nH]c(=O)oc2c1)NCc1ccc(F)cc1	-1	99	104	-1	99	-7	-4	98
COc1cc(Cl)c(C)cc1NC(=O)CSc1ccc(NC(C)=O)cc1	5	91	93	8	117	-2	-6	103
Cc1c(C(=O)N2CCCCC2)c(S(=O)(=O)N2CCN(c3ccccc3F)CC2)c(C)n1C	20	93	87	0	97	2	-3	92
COc1ccccc1Nc1nc(NCCC(C)C)nc(N)c1[N+](=O)[O-]	-30	102	122	49*	117	-6	4	103
C/C(=N\NC(=O)c1ccc(N(C)C)cc1)c1ccc(C)c(C)c1	3	103	99	15	92	6	-14	119
COC(=O)c1ccccc1NC(=O)CN1CCCCC1	13	112	100	-1	105	3	6	108
CCCC(=O)Nc1ccc(C(=O)n2nnc3ccccc32)cc1	-2	102	107	3	106	0	7	100
O=C(O)C1[C@H]2C(=O)N(Cc3cccs3)C[C@]23C=C[C@H]1O3 (stereo not given in full)	6	101	94	-2	106	1	6	106

Three entries from above, with two lines to a compound:
Value order: JMJD2C inh	RPL19A-GFP yeast	LAP4-GFP MLPCN	AHR activator	CR mimetic SO	proCasp3 act	procasp7 counter	MEP2 TOR yeast
- COc1ccccc1Nc1nc(NCCC(C)C)nc(N)c1[N+](=O)[O-]
  -30	102	122	49*	117	-6	4	103
- C/C(=N\NC(=O)c1ccc(N(C)C)cc1)c1ccc(C)c(C)c1
  3	103	99	15	92	6	-14	119
- COC(=O)c1ccccc1NC(=O)CN1CCCCC1
  13	112	100	-1	105	3	6	108

Continuation:
Compound	JMJD2C inh	RPL19A-GFP yeast	LAP4-GFP MLPCN	AHR activator	CR mimetic SO	proCasp3 act	procasp7 counter	MEP2 TOR yeast
COc1ccc(-c2c(C)n([O-])c3c([n+]2=O)CCCC3)cc1	-22	102	101	-3	103	0	-10	103
CCN(CC)C(=O)CSc1nnc([C@@H](N)C(C)C)o1	-5	109	103	4	99	-11	-3	105
COc1ccc(N(CC(=O)NCCC2=CCCCC2)S(=O)(=O)c2ccccc2F)cc1	7	93	90	0	94	2	-2	98
Cc1nc2ccc(NC(=O)Cc3ccccc3F)cc2s1	-2	99	115	2	91	16	-4	113
CCc1cc2c(SCC(=O)N(CC)c3c(N)n(Cc4ccccc4)c(=O)[nH]c3=O)ncnc2s1	.	98	98	1	100	13	5	98
CC(NC(=O)C1CCN(S(=O)(=O)c2cnc[nH]2)CC1)c1ccccc1 (stereo not given)	-1	104	95	0	89	0	-3	70
OCCNCCCOc1ccc(Cl)cc1Br	8	95	103	1	119	9	-2	94
COCCC(=O)N1CCC(Oc2ccc(C(=O)NCc3nccn3C)cc2)CC1	-3	104	77	-1	93	10	-1	96
Cc1ccccc1NC(=O)c1ccccc1-c1ccccc1	7	99	92	0	99	5	-2	105
COc1cccc(CNC(=O)C(c2ccc(Cl)cc2)C(C)C)c1 (stereo not given)	-4	106	96	-1	92	5	-5	102
COc1ccccc1N1CCN(CC(O)COCCOc2ccc(Br)cc2)CC1 (stereo not given)	-10	109	99	11	97	2	-8	106
N#Cc1ccc(N2C(=O)[C@@H]3C(C(=O)c4ccc5ccccc5n4)=NN[C@@H]3C2=O)cc1	0	100	95	42	140	-22	-6	103
CCN1CCN(C2=C(NS(=O)(=O)c3ccc(C)cc3)C(=O)c3ccccc3C2=O)CC1	1	103	103	0	196	9	-11	96
COC(=O)C1=C(C(=O)OC)SC2(S1)C(C(=O)OC)=C(C(=O)OC)SC1=C2c2cc(C)cc(C)c2NC1(C)C	-5	91	.	4	99	-6	-5	84
O=S(=O)(Nc1ccc(-c2ccc3nncn3n2)cc1)c1cccc(F)c1	18	94	85	3	100	-4	3	91
COc1ccc(Cc2n[nH]c(=S)n2-c2ccc3c(c2)OCCO3)cc1	-5	99	96	0	98	-2	-17	97
COc1ccc(NS(=O)(=O)c2ccc(N3CCCCC3)c(N)c2)cc1	6	99	107	-4	108	0	2	95
Cc1nn(-c2ccccc2)c(N2CCCC2)c1/C=N/NC(=S)Nc1ccccc1F	3	102	91	4	97	2	-5	96
COc1cccc(C(=O)Nc2ccc(C(=O)c3ccncc3)cc2)c1	-32	102	109	6	112	0	2	107

Screening data (PubChem BioAssay)
